mIAP act = increases mouse intestinal alkaline phosphatase activity | muIAP, CDP-Star luminescence, 30 min; stronger effect = higher value; 1 = vehicle-only enzyme signal, 0 = enzyme-free wells | activation factor at 10 µM | actives 0.24% (n = 330,000);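 active = activation factor of at least 2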; note: the source names both 10 and 20 µM as test concentration; values of inactives mirror those of a sister screen read the other way
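also added = chemiluminescent substrate CDP-Star | test system = mouse IAP enzyme | signal = chemiluminescence readout | compound = DMSO-dissolved test compounds | incubation = 30 min at room temperature | benchmarks = DMSO wells, no-enzyme wells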
hIAP inh = human IAP inhibition; P09923; purified IAP, CDP-Star luminescence, 30 min; inhibition, % at 10 µM; actives 0.12% (n = 330,000); AID 2544;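 active = inhibition reaching a set limit with compound at 10 µM in the primary screen, cut at about 35% in these data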;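 note: plate controls were DMSO wells with enzyme for no effect and no-enzyme buffer wells for full effect; values of inactives mirror those of a sister screen read the other way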
A3G deaminase = blocks human APOBEC3G single-stranded DNA deamination. Q9HC16. recombinant A3G, ssDNA deamination FAM/TAMRA fluorescence. inhibition, % at 20 µM. actives 0.28% (n = 330,000). AID 493012;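 active = inhibition of at least 40% at 20 µM, with no more than 30% in the related APOBEC3A deaminase screen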;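 note: plate controls were DMSO wells with A3G for no effect and wells lacking A3G enzyme for full effect; some compounds called inactive have numbers as strong as hits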
Target sequence (Q9HC16 whole entry, looked up): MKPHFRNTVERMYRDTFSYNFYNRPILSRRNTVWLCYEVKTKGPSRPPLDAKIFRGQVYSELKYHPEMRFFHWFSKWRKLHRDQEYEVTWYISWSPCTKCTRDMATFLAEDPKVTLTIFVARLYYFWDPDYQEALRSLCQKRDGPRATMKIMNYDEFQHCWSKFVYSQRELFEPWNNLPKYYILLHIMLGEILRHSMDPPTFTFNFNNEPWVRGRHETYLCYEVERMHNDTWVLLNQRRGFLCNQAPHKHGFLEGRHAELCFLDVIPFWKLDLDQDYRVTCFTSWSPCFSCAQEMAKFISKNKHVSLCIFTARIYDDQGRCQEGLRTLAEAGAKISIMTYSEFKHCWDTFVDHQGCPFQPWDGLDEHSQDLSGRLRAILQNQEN
MPTP inh = blocks calcium-induced mitochondrial swelling. AID 602449. isolated mouse mitochondria, Ca2+ swelling absorbance, 30 min. inhibition, % at 10 µM. actives 1.4% (n = 360,000);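 active = inhibition of 50% or more, scaled per plate between neutral and stimulator controls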;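 note: 0% = DMSO wells given calcium and 100% = 1 mM EGTA wells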
hIAP activ = human IAP activation | actives 0.16% (n = 330,000) | P09923 | AID 2524 | activation factor at 10 µM | purified human IAP, CDP-Star luminescence, 30 min; stronger effect = higher value; 1 = vehicle-only enzyme, 0 = enzyme-free background;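 active = activation factor of the enzyme at least 2-fold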; note: the source names both 10 and 20 µM as test concentration; values of inactives mirror those of a sister screen read the other way
ATG4B inhibitor = inhibitors of human ATG4B cysteine protease; Q9Y4P1; ATG4B cleavage of LC3-PLA2, NBD-HPC fluorescence, 1 h; inhibition, % at 8.33 µM; actives 0.51% (n = 340,000); AID 504462; in the data active = inhibition above about 40%
Target sequence (Q9Y4P1 whole entry, looked up): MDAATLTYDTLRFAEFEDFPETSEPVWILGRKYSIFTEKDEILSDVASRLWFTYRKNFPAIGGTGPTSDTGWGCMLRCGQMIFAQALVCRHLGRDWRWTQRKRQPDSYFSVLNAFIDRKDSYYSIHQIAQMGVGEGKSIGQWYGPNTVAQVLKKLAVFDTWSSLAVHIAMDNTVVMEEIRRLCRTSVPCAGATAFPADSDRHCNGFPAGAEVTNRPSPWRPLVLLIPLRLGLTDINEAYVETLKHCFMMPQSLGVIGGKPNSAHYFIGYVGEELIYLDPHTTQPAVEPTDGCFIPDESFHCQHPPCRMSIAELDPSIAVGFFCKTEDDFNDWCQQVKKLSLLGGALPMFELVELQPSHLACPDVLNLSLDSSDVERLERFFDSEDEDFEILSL
mIAP inh = mouse IAP inhibition. actives 0.2% (n = 330,000). AID 2806. inhibition, % at 10 µM. purified mouse IAP, CDP-Star luminescence, 30 min;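 active = inhibition of at least 40% at 10 µM in the primary screen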;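 note: plate controls were DMSO with enzyme for no effect and no enzyme wells for full effect; values of inactives mirror those of a sister screen read the other way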
A3A deaminase = inhibitors of human APOBEC3A DNA deaminase. inhibition, % at 20 µM. actives 0.41% (n = 330,000). P31941. recombinant A3A, FAM/TAMRA ssDNA deamination fluorescence;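 active = at least 40% inhibition at 20 µM here, with at most 30% in a related deaminase screen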;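 note: plate controls were A3A with DMSO for no effect and wells lacking A3A enzyme for full effect; some results filed as inactive read as strong as hits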
Target sequence (P31941 whole entry, looked up): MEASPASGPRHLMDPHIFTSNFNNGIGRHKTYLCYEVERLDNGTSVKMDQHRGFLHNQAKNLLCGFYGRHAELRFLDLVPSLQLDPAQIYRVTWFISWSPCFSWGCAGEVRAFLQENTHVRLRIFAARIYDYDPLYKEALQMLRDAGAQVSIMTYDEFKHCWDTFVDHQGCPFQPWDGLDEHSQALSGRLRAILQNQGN
MIN6 prolif = inducers of beta-cell replication in MIN6 cells | MIN6 cells proliferation, ATPlite luminescence, 48 h; cells starved in 0.2% serum; 100% = growth in 10% serum | actives 0.29% (n = 330,000) | proliferation, % at 10 µM | AID 2380;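 active = compounds whose signal lies at least 3.5 SD above the mean of all wells on their plate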;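 note: 0% = DMSO-treated cells in low-serum medium and 100% = 10% serum control; some compounds called inactive have numbers as strong as hits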
Starred values were filed as active, the others as inactive; / = no result given. Rows are unselected (roughly 3.3% active in at least one column).

canonical_smiles	mIAP act	hIAP inh	A3G deaminase	MPTP inh	hIAP activ	ATG4B inhibitor	mIAP inh	A3A deaminase	MIN6 prolif
CC(=O)NC1(c2nnnn2CCOC(=O)Nc2ccc(Cl)cc2)CCCC1	1.07	-3.7	16.0	-1.4	1.04	-2.8	-6.6	-0.4	-3.2
CN1CCN(c2ncc(CN3C(=O)c4ccccc4C3=O)s2)CC1	1.06	4.7	1.8	-1.5	0.953	1.1	-6.3	0.6	-2.3
CCCCC(=O)Nc1cc(C)c2c(=O)oc3ccccc3c2n1	0.952	10.7	-0.3	-0.1	0.893	-0.1	4.8	-0.9	-1.8
CC(=O)Nc1ccc(C(=O)OCC(=O)Nc2ccccc2Sc2ccccc2)cc1	0.997	4.0	-5.9	0.6	0.96	-7.0	0.3	-1.5	0.0
CC1(C)CC(=O)C(C=NC(CCC(N)=O)C(=O)O)=C(O)C1 (stereo not drawn)	1.11	-1.2	1.6	-0.4	1.01	-8.4	-11.5	-4.6	-1.0
Cc1c(N=C2SCC(=O)N2/N=C\c2ccc(Br)cc2)c(=O)n(-c2ccccc2)n1C	0.989	0.6	-4.0	3.4	0.994	-2.1	1.1	-2.0	-1.8
O=C(O)CCCn1cc(NC(=O)c2c(F)cccc2F)cn1	0.888	15.8	-7.2	-0.7	0.842	-8.1	11.2	-3.1	-1.4
Cc1cc(C)nc(SCC(=O)N/N=C/c2cccnc2)n1	1.02	-4.4	-4.2	-1.3	1.04	5.7	-2.5	-6.0	-1.0
COc1cccc(C(=O)Nc2c3c(nn2-c2ccc(Cl)cc2)CS(=O)(=O)C3)c1OC	1.01	3.0	4.8	-0.4	0.97	-0.7	-1.3	-1.0	-4.2
COc1ccc(OC)c(NC(=O)Nc2c(O)ccc3ccccc23)c1	0.94	-10.3	5.9	13.0	1.1	-10.8	6.0	-0.7	-4.2
CCS(=O)(=O)Nc1cccc(-c2nc3cccnc3s2)c1	0.993	-6.9	6.4	-0.9	1.07	-2.4	0.7	4.2	0.5
CCn1c2ccc(F)cc2c2nnc(SCCN3CCCCC3)nc21	0.941	17.9	-3.5	-0.2	0.821	-8.6	5.9	0.2	-0.3
CN1/C(=C\C=C2\N=C(c3ccc(F)cc3)OC2=O)C(C)(C)c2ccccc21	1.04	22.7	-2.1	1.1	0.773	-3.5	-3.7	-1.5	-3.8
COc1ccc(OC)c(S(=O)(=O)Nc2ccc3[nH]c(=O)[nH]c3c2)c1	0.961	-0.7	-2.1	-1.7	1.01	-1.2	3.9	4.1	-1.9
Cc1cccc(C)c1NC(=O)CNC(=O)C12CC3CC(CC(O)(C3)C1)C2	0.992	2.6	-7.2	-1.3	0.974	4.3	0.8	-3.5	-2.2
O=C(Cc1ccccc1)NCC(=O)OCC(=O)c1ccc(Cl)c([N+](=O)[O-])c1	0.905	8.5	-6.3	-1.2	0.915	-7.2	9.5	0.1	0.0
O=C(CSc1ccc2ccccc2c1)Nc1nc2ccccc2[nH]1	0.948	1.7	-6.5	1.4	0.983	-9.9	5.2	-1.1	0.0
Cc1ccc(/C([O-])=C(/C(=S)NCCN2CCOCC2)[n+]2ccccc2)cc1[N+](=O)[O-]	0.878	-5.5	-2.4	-0.3	1.05	0.3	12.2	4.4	1.1
CCOC(=O)C1C(=O)NC(SCC(N)=O)=C(C#N)C1c1ccccc1OCC (stereo not drawn)	0.867	8.4	-5.2	3.2	0.916	1.9	13.3	0.9	1.3
Cc1ccc(C)c(NC(=O)CSc2n[nH]c(-c3ccncc3)n2)c1	1.01	1.5	-3.7	-0.3	0.985	-9.1	-0.7	-6.2	2.0

An excerpt of these results, with each value named:
> COc1ccc(OC)c(NC(=O)Nc2c(O)ccc3ccccc23)c1
  mIAP act: 0.94; hIAP inh: -10.3; A3G deaminase: 5.9; MPTP inh: 13.0; hIAP activ: 1.1; ATG4B inhibitor: -10.8; mIAP inh: 6.0; A3A deaminase: -0.7; MIN6 prolif: -4.2

> CCS(=O)(=O)Nc1cccc(-c2nc3cccnc3s2)c1
  mIAP act: 0.993; hIAP inh: -6.9; A3G deaminase: 6.4; MPTP inh: -0.9; hIAP activ: 1.07; ATG4B inhibitor: -2.4; mIAP inh: 0.7; A3A deaminase: 4.2; MIN6 prolif: 0.5

> CCn1c2ccc(F)cc2c2nnc(SCCN3CCCCC3)nc21
  mIAP act: 0.941; hIAP inh: 17.9; A3G deaminase: -3.5; MPTP inh: -0.2; hIAP activ: 0.821; ATG4B inhibitor: -8.6; mIAP inh: 5.9; A3A deaminase: 0.2; MIN6 prolif: -0.3

> CN1/C(=C\C=C2\N=C(c3ccc(F)cc3)OC2=O)C(C)(C)c2ccccc21
  mIAP act: 1.04; hIAP inh: 22.7; A3G deaminase: -2.1; MPTP inh: 1.1; hIAP activ: 0.773; ATG4B inhibitor: -3.5; mIAP inh: -3.7; A3A deaminase: -1.5; MIN6 prolif: -3.8

Other structures
canonical_smiles	mIAP act	hIAP inh	A3G deaminase	MPTP inh	hIAP activ	ATG4B inhibitor	mIAP inh	A3A deaminase	MIN6 prolif
Cc1nonc1CN(C)C(=O)CC1C(=O)NCCN1Cc1ccccc1F (stereo not drawn)	0.972	-14.4	-12.5	-0.4	1.14	-3.0	2.8	-3.2	-0.8
Cc1ccc(CN(CC(=O)N/N=C/c2ccccc2[N+](=O)[O-])S(=O)(=O)c2ccc(C)cc2)cc1	1	-20.4	1.4	3.7	1.2	-7.5	-0.2	-4.4	-3.2
COc1ccc([C@@H]2CC(=O)c3c(O)cc(O[C@@H]4OC(CO[C@@H]5OC(C)[C@H](O)[C@H](O)C5O)[C@@H](O)[C@@H](O)C4O)cc3O2)cc1O (stereo partly drawn)	1.06	-2.5	-5.7	-0.9	1.02	-1.4	-5.9	-1.6	-2.9
CN(C)S(=O)(=O)c1cccc(NC(=O)COC(=O)c2c[nH]c(=O)[nH]c2=O)c1	0.86	6.1	1.2	-0.1	0.939	-4.6	14.0	4.8	-1.0
O=C(c1ccc(OCC2CCCO2)cc1)N1CCN(c2ccccc2)CC1 (stereo not drawn)	0.942	-3.6	-7.8	0.3	1.04	-7.7	5.8	-5.7	1.4
CCC1CCCCN1CCCNC(=O)CS(=O)Cc1nc(-c2ccc(OC)c(OC)c2)oc1C (stereo not drawn)	0.981	-2.5	-5.6	-1.0	1.02	4.5	1.9	-3.4	1.8
O=C(CN1C(=O)NC2(CCCC2)C1=O)Nc1ccccc1	0.978	-11.4	-0.8	-0.2	1.11	-3.5	2.2	0.5	0.0
Cc1ccc(NCc2nnc(SCC(=O)NCc3ccco3)n2CC2CCCO2)c(C)c1 (stereo not drawn)	0.972	8.6	0.5	0.9	0.914	-11.0	2.8	2.8	-1.8
Cc1ccc(C(=O)COC(=O)CNC(=O)Cc2ccccc2)cc1	1.06	-9.6	-9.6	-2.1	1.1	2.9	-6.2	-4.9	-2.5
COCCNC(=O)COC(=O)c1cccnc1SC	0.916	3.7	2.8	-4.5	0.963	-5.5	8.4	4.3	-3.7
O=C(C1CC1)N1CCc2cc(Br)cc(S(=O)(=O)NCCCN3CCCC3)c21	0.972	-1.3	-1.8	1.7	1.01	-3.9	2.8	-0.5	-2.8
CC(C1CC2CCC1C2)N1CC(O)=C(c2nc3ccccc3[nH]2)C1=N (stereo not drawn)	1.03	-83.7	-1.6	2.3	1.84	-0.8	-3.5	2.3	-2.4
C/C=C/C=C\C(=O)Nc1cccc(C2=NOC3(C2)C[C@@H](C(N)=O)N(C(=O)c2cc([N+](=O)[O-])cc([N+](=O)[O-])c2)C3)c1 (stereo partly drawn)	0.809	4.7	-8.4	-2.0	0.953	6.5	19.1	2.1	-5.3
Cc1cccc(OCCn2c(NC(=O)c3ccco3)nc3ccccc32)c1	0.924	-7.8	-2.7	1.0	1.08	-5.5	7.6	-2.5	-6.2
CN(CC(=O)Nc1ccc(F)c(F)c1F)c1cnccn1	0.945	6.5	-1.2	/	0.935	/	5.5	-3.8	-3.5
Cc1ccc(CNC(=O)[C@H](C)N2C(=O)N3CCc4c([nH]c5ccccc45)[C@@]3(C)C2=O)cc1	1.07	5.8	-5.5	0.4	0.942	-30.3	-7.1	-0.3	2.8
COc1ccc(C(=O)Nc2nnc(Cc3ccc(OC)c(OC)c3)s2)c(OC)c1	0.94	5.0	-2.9	0.4	0.95	-5.9	6.0	-6.2	-2.2
COc1ccc(CCNC(=O)CCn2c(=O)c3cccn3c3cccnc32)cc1OC	1.02	2.9	-3.0	0.7	0.971	-0.5	-1.8	-1.6	9.4
COCCn1c(SCc2nc3ccccc3c(=O)[nH]2)nnc1-c1ccncc1	0.978	6.6	-1.3	-2.7	0.934	-3.8	2.2	3.0	-0.3
COc1ccc(C(=O)NC(=S)NCCc2ccccc2)cc1	0.915	-5.0	-6.6	1.8	1.05	5.8	8.5	-2.2	-5.9
Cn1c(=O)c2c(nc(NCc3ccc4c(c3)OCO4)n2Cc2ccccc2Cl)n(C)c1=O	1.15	11.4	-3.4	6.5	0.886	-9.3	-14.8	-0.6	-1.0
C=CCNc1nc(-c2sc(NC(C)=O)nc2C)cs1	0.99	1.1	-5.0	-1.1	0.989	-10.9	1.0	-5.4	-2.6
CCN(C(=O)CN1CCOCC1)c1c(N)n(Cc2ccccc2)c(=O)[nH]c1=O	0.974	4.8	-4.1	-0.6	0.952	-7.8	2.6	0.8	-3.9
CCOc1ccc(N2C(=O)CC(Sc3nccc(C)n3)C2=O)cc1 (stereo not drawn)	0.926	7.9	0.1	-1.5	0.921	-5.7	7.4	-0.9	0.0
CC12CNCC(C)(CN(C(c3ccccc3)c3ccccc3)C1)C2	1.23	-11.2	7.4	7.0	1.11	25.1	-23.2	1.7	-5.5
COc1ccc(N2CCN(S(=O)(=O)c3c(C)nc4scc(C)n4c3=O)CC2)cc1	1.02	-22.9	-5.9	-0.6	1.23	8.7	-2.0	-11.8	-3.6
CCOC(=O)C1CCN(C(=O)COC(=O)c2ccccc2C(=O)c2ccc(Cl)cc2)CC1	0.99	-10.5	-5.1	-0.6	1.1	-11.1	1.0	-1.8	0.6
CN(C)S(=O)(=O)N1CCC(Oc2cccc(C(=O)NC3CCOC3)c2)CC1 (stereo not drawn)	1.08	8.6	-0.2	-1.3	0.914	3.9	-8.5	0.4	-1.5
C=CCN(CC=C)C(=S)NC(=O)/C=C/c1ccc(OC)cc1	0.936	4.6	-3.1	-1.0	0.954	1.9	6.4	-3.0	0.6
Cc1ccc(NC(=O)c2cccs2)cc1S(=O)(=O)N(C)C	0.903	1.0	-3.8	2.0	0.99	0.6	9.7	-0.5	0.4
CN(Cc1c(C(=O)N/N=C/c2cccc(Cl)c2)nnn1-c1nonc1N)c1ccccc1	0.905	-4.4	-6.3	-0.4	1.04	-9.6	9.5	-3.2	-3.4
O=[N+]([O-])c1ccc(COc2ccc(-c3[nH]ncc3-c3ccccc3)c(O)c2)cc1	1.07	-59.0	-6.1	25.0	1.59	-6.2	-7.0	-0.8	-5.8

Shown as labelled records: part of the list above
Structure: COc1ccc(N2CCN(S(=O)(=O)c3c(C)nc4scc(C)n4c3=O)CC2)cc1
  mIAP act = 1.02; hIAP inh = -22.9; A3G deaminase = -5.9; MPTP inh = -0.6; hIAP activ = 1.23; ATG4B inhibitor = 8.7; mIAP inh = -2.0; A3A deaminase = -11.8; MIN6 prolif = -3.6

Structure: CCOC(=O)C1CCN(C(=O)COC(=O)c2ccccc2C(=O)c2ccc(Cl)cc2)CC1
  mIAP act = 0.99; hIAP inh = -10.5; A3G deaminase = -5.1; MPTP inh = -0.6; hIAP activ = 1.1; ATG4B inhibitor = -11.1; mIAP inh = 1.0; A3A deaminase = -1.8; MIN6 prolif = 0.6

Assay outcomes deposited in PubChem by Sanford-Burnham Center for Chemical Genomics.
